VLA-4 inh – inhibition in a human VLA-4 binding assay; P13612; VLA-4 expressing cells, ligand binding flow cytometry; inhibition, % (about 7 µM as worked out from the volumes in the protocol); 330,000 compounds, 0.2% hits; in the data active means inhibition above about 50%
PP1 counter – PP1-alpha (human) inhibition in PP5 counter-screen; P62136; purified PP1alpha, OMFP fluorescence; inhibition, % at 6.7 µM; 320,000 compounds, 0.9% hits; AID 2235;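 active means inhibition above the mean inhibition of all tested compounds plus 3 SD, computed separately for each screening campaign, cut at about 15% in these data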
core dimer inh – HCV core protein dimerization inhibition. TR-FRET GST/Flag-core106 dimerization, 1536-well. 300,000 compounds, 0.33% hits. inhibition, % at 5 µM;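 active means inhibition above the mean of all tested compounds plus 3 SD, set per screening campaign, cut at about 45% in these data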
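Test system: GST/Flag-tagged HCV core106 proteins; Medium: KF-containing HEPES buffer, pH 7.45, DTT, CHAPS, BSA; Times: compound-protein-antibody incubation 4 h at 22.5 °C; Detection: TR-FRET 671 and 617 nm emission; Benchmarks: wells lacking GST-core106 and wells with excess unlabelled core106.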
Fh CTSL1 inh – blocks F. hepatica cathepsin L1 in PFM18AAP counter-screen. 300,000 compounds, 0.49% hits. AID 1906. recombinant F. hepatica cathepsin L1, Z-Leu-Arg-MCA fluorescence. inhibition, % at 5.96 µM;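 active means inhibition above the mean of all tested compounds plus 3 SD, set per screening campaign, cut at about 17% in these data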;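 further: 0% = plate median of test compound wells and 100% = 1 µM Z-Phe-Ala-diazomethylketone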
proCasp7 act – counter-screen for procaspase-3 activators: activators of human procaspase-7. 330,000 compounds, 0.093% hits. P55210. recombinant procaspase-7, Ac-DEVD-pNA absorbance 405 nm; D23A/D198A/D206A triple mutant, cannot self-cleave; scale: DMSO 0, 5 µM enzyme 100. activation, % at 8.5 µM;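 active means percent activation above the screen-wide mean plus 3 SD, cut at about 25% in these data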
Target sequence (P55210 whole entry D23A/D198A/D206A): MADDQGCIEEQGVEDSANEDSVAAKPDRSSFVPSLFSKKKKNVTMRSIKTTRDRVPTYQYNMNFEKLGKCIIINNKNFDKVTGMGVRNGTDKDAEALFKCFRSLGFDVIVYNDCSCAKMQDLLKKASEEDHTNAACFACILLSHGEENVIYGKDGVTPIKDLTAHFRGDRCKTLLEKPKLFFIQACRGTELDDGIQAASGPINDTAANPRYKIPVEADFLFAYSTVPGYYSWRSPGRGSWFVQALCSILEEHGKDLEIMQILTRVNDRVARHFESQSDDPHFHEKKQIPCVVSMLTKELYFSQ
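Assay system: Uncleavable procaspase-7 mutant enzyme; Input: 2 µM procaspase-7 mutant as dispensed; Also added: DEVD-pNA substrate; Medium: Zinc-free HEPES pH 7.4 with 300 mM NaCl, 0.01% Triton X-100; Timing: 1 h compound preincubation, 2 h substrate cleavage, 25 °C; Measured by: Epi-absorbance of released pNA at 405 nm, two timepoints.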
GRK2 inh – blocks RNA aptamer binding to human GRK2 | P25098 | bead flow cytometry, FAM-aptamer displacement from GRK2 | inhibition of aptamer binding, % at 10 µM | 330,000 compounds, 0.59% hits | AID 488847;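 active means inhibition of aptamer binding above 40%, roughly 3 SD of noise, on plates passing a quality check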;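 further: median bead fluorescence of bound FAM aptamer so fluorescent compounds give negative values; no value below 0 was filed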
procasp3 activ – procaspase-3 (human) activation; recombinant procaspase-3 D3A, Ac-DEVD-pNA absorbance 405 nm; activation, % at 8.5 µM; 330,000 compounds, 0.11% hits;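 active means activation above the mean of all tested compounds plus 3 SD, cut at about 21% in these data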;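 further: 0% = DMSO alone and 100% = DMSO wells spiked with extra 5 µM PC-3 D3A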
Target sequence (P42574 whole entry D9A/D28A/D175A): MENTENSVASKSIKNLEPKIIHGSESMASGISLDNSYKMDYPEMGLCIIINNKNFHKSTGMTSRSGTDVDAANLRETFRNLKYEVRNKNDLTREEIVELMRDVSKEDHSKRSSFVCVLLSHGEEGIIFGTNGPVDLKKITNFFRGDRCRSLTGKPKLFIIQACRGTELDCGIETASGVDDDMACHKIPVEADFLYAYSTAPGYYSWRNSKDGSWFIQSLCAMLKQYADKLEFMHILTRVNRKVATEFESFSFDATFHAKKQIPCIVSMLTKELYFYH
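Assay system: Autoprocessing-dead procaspase-3 D3A mutant enzyme; also added: Ac-DEVD-pNA; doses: one concentration, 8.5 µM nominal, 0.8% DMSO; times: 1 h compound preincubation, 2 h substrate hydrolysis at 25 °C; technique: 405 nm absorbance of p-nitroaniline, reads at 0 and 120 min; measure: % activation between DMSO and enzyme-spiked controls; repeats: single replicate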
PP5 primary – inhibitors of human protein phosphatase 5 (PP5). AID 1987. 320,000 compounds, 0.18% hits. purified PP5c, OMFP substrate fluorescence. P53041. inhibition, % at 6.7 µM;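 active means inhibition above the campaign's mean inhibition across all tested compounds plus 3 SD, cut at about 9.5% in these data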;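 further: 0% = DMSO only and 100% = 100 µM cantharidin control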
Target sequence (P53041 whole entry, looked up): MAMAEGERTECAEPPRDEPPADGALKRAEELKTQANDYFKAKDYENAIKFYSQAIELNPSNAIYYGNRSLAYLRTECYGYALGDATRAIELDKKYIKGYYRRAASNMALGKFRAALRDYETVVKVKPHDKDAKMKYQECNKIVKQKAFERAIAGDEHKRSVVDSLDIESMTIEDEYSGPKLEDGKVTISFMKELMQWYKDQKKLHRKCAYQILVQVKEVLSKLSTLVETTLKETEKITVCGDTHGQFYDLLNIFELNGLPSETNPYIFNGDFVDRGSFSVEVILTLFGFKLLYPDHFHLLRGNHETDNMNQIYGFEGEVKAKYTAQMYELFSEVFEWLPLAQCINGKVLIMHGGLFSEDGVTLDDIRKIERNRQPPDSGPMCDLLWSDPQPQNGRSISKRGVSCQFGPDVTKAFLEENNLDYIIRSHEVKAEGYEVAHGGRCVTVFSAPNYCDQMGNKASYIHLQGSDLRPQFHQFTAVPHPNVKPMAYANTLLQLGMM
JMJD2C inh – human JMJD2C demethylase inhibition; GST-JMJD2C(1-420) H3K9me3 demethylation, DELFIA europium; inhibition, % at 2.35 µM; 330,000 compounds, 0.069% hits; AID 2099;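 active means more than half of a compound's replicate wells show inhibition beyond 50%, single wells judged on their own value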;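 further: signal counts dimethyl H3K9 product captured on neutravidin plate; 0% = median of DMSO wells and 100% = 0.3 times that DMSO median; strong numbers were not always called active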
Active calls of the source: *; x = no result given; & = joins results of further samples. An excerpt; the hit share may differ from the screen's.

SMILES	VLA-4 inh	PP1 counter	core dimer inh	Fh CTSL1 inh	proCasp7 act	GRK2 inh	procasp3 activ	PP5 primary	JMJD2C inh
Cn1cc(C(O)CN2CCCCC2)c2ccccc21 (configuration not stated)	2	0	-6	-4	23	2	-5	2.1	-4
CCOP(=O)(OCC)c1cccc(OP(=O)(c2cccc([N+](=O)[O-])c2)c2cccc([N+](=O)[O-])c2)c1	4	-5	3	0	3	0	-5	-1.1	7
CNS(=O)(=O)c1ccc(N=Cc2c(O)n(-c3ccc(C)cc3)c(=O)[nH]c2=O)cc1	-4	-4	3	-2	-4	0	-8	1.0	3
CC1(C)C(c2ccccc2)=NC(c2cccnc2)=[N+]1[O-]	19	0	3	-1	-1	2	-6	2.7	7
Cn1ncnc2c(=O)n(C)c(=O)nc1-2	42	38*	29	111*	-11	61*	-9	13*	81*
CC(C)(C)n1cc(C(=O)c2ccc3ccccc3c2O)cn1	-3	0	7	6	-15	1	-12	2.9	-7
COc1ccc(/C=C2/C(=O)NC(=S)N(C3CC3)C2=O)cc1CN1C(=O)c2ccccc2C1=O	-1	3	3	3	-7	9	-9	3.5	-3
COc1ccc(NC(=O)c2cn(CCC#N)nc2-c2cccc([N+](=O)[O-])c2)cc1	2	-1	-2	-1	5	0	6	0.0	0
COc1cc(CN2CCNCC2)cc(OC)c1OC	8	2	0	3	2	2	5	3.0	-4
O=C(C1CCN(S(=O)(=O)N2CCOCC2)CC1)N1CCC2(CC1)OCCO2	0	-4	-5	0	-8	1	-2	-1.0	-1
Nc1nonc1OCCCCOc1nonc1N	5	1	-1	3	9	0	2	2.0	20
COc1cccc2c1O[C@H]1C(=O)CC[C@H]3CN(C)CCC231 (some centres not stated)	22	-2	-4	-2	6	3	3	7.6	-3
N[C@@H](Cc1cc(Br)c(O)c(Br)c1)C(=O)O	-9	-6	-8	1	-5	0	-5	3.8	4
CC(=NCc1cccnc1)c1c(O)n(Cc2ccccc2)c(=O)[nH]c1=O	3	0	-6	0	-6	3	0	1.2	-1
CC12CCC3C(CC=C4CC(O)CCC43C)C1C/C(=C\c1cccc(F)c1)C2=O (configuration not stated)	7	0	3	2	8	3	2	-2.5	-4
OC(CN1CCC(c2c[nH]c3ccccc23)CC1)C(F)(F)F (configuration not stated)	-4	4	8	0	-11	1	1	0.7	-2
Fc1ccc(C2=CCN(C(c3ccc(Cl)cc3)c3nnnn3Cc3ccccc3)CC2)cc1 (configuration not stated)	-1	1	12	1	8	8	8	2.6	2
COc1cccc(-n2c(O)c(C=NCc3ccc4c(c3)OCO4)c(=O)[nH]c2=O)c1	-2	0	0	-1	12	4	2	3.1	-1
Cc1nc2ccccc2c(=O)n1-c1ccc([N+](=O)[O-])cc1	-5	-4	-6	4	-3	1	4	-2.1	1
CCn1ccnc1CN1CCCC(C(=O)c2cc(F)ccc2OC)C1 (configuration not stated)	8	3	3	0	5	2	0	-0.2	0
CC12CN3CC(C)(CN(C1)C31CCOCC1)C2=O	-2	-2	1	0	9	1	3	1.8	1
c1ccc(C2N3CCCN23)cc1 (configuration not stated)	6	-21	-3	-12	7	0	0	2.3	-11
COC(=O)C1=C(c2cccc(C#N)c2)C[C@@H]2CC[C@H]1N2C(=O)N1CCC(C)CC1	-4	-2	x	x	6	1	-2	3.1	0
CCC(=NCc1ccco1)c1c(O)n(-c2ccccc2C)c(=O)[nH]c1=O	16	1	-5	-5	4	2	-2	1.6	-9
CC1(C)CN=C(Nc2ccc(F)c(Cl)c2)S1	3	-1	-4	-6	-1	0	8	1.9	-18

(further entries)
SMILES	VLA-4 inh	PP1 counter	core dimer inh	Fh CTSL1 inh	proCasp7 act	GRK2 inh	procasp3 activ	PP5 primary	JMJD2C inh
COc1ccc(CNC(C)Cc2cccs2)cc1 (configuration not stated)	1	-3	-1	2	6	0	3	-1.2	-2
Cc1cc(S(=O)(=O)NC(C)C)ccc1OCC(=O)N1CCN(Cc2ccc3c(c2)OCO3)CC1	-22	-2	0	1	-4	0	12	6.0	1
CN(C)C(Cc1ccc(C#N)cc1)C(=O)c1ccccc1 (configuration not stated)	0	-1	-2	-3	10	0	4	0.1	4
Cc1cc(=O)oc2c(C)c(OCC(=O)N3CCN(Cc4ccc5c(c4)OCO5)CC3)ccc12	9	0	5	-2	4	5	-1	0.3	16
CCOc1cc2c(cc1OCC)-n1cccc1C(c1cccc(F)c1F)NC2 (configuration not stated)	-4	1	-1	-1	0	2	3	1.1	-5
CN(C)C(=O)Oc1ccc(OC(=O)c2ccccc2)cc1	3	8	-1	1	-8	3	-3	0.3	-1
COc1ccccc1CCNC1CCC(C(C)(C)C)CC1 (configuration not stated)	6	-3	-1	5	-1	0	0	1.0	2
COC(=O)C1=C(c2cc3ccccc3s2)C[C@@H]2CC[C@H]1N2C(=O)NC1CCCCC1	0	3	8	-3	-2	0	-2	1.8	4
C=CCn1c(O)c(C(CC)=NC(C)c2ccccc2)c(=O)[nH]c1=O (configuration not stated)	-6	3	-2	0	1	3	13	0.1	15
Nc1c2c(nc3sc4c(c13)CCCC4)CCCC2	26	0	2	1	-3	2	11	1.5	14
CCCC12CN3CN(C1)CC(CCC)(C3)C2O (configuration not stated)	1	1	-8	0	-1	3	9	0.3	x
COC(=O)C1=C(c2cc3ccccc3s2)C[C@@H]2CC[C@H]1N2C	19	-3	x	x	11	2	11	-2.6	-5
COC(=O)C1=C(c2cc3ccccc3s2)C[C@@H]2CC[C@H]1N2C(=O)N1CCOCC1	-14	0	0	1	0	0	7	1.6	-5
Cc1cc(=O)[nH]c(CCl)n1	4	-2	-3	-2	1	0	6	-1.6	-2
Fc1ccccc1CNCCc1c[nH]c2ccccc12	14	0	12	-3	-1	0	-4	-0.2	8
CCOC(=O)C1CCN(/C=C2/C(=O)NC(=O)N(Cc3ccco3)C2=O)CC1	-1	2	6	-3	-5	82*	4	2.2	-3
c1ccc2c(CNC3CCCCCC3)c[nH]c2c1	4	-6	-5	1	-8	2	-2	3.6	x
N[C@@H]1C[C@H]1c1ccccc1	-15	-13	-6	-6	-13	0	13	2.8	x
O=C(COC(=O)Cc1ccccc1)Nc1cc(S(=O)(=O)N2CCOCC2)ccc1N1CCCC1	-4	-1	0	-5	1	2	3	0.0	-8
O=C1/C(=C\c2ccncc2)N2CCC1CC2	-37	-5	-2	2	-1	3	3	1.1	-1
COc1ccc(OC)c(N2Cc3ccccc3C2=N)c1	-15	-2	1	1	14	0	-7	2.2	5
Nc1ccc([N+](=O)[O-])cc1	-2	-3	x	x	-20	1	-10	3.4	-2
Cc1ccc(NC(=O)CN2C(=O)CN=C(c3ccccc3)c3cc(Cl)ccc32)cc1	-12	5	1	1	2	1	8	4.2	14
CCCCn1c(O)c(/C=N/NC(=O)c2ccncc2)c(=O)[nH]c1=O	15	-3	-2	7	2	2	-5	0.7	-31
CCCC(=O)NC(Oc1ccc(C(C)=O)cc1)C(Cl)(Cl)Cl (configuration not stated)	4	2	0	-1	-4	1	5	-1.2	1

Filtered by structure: the entries above containing a furan ring, fused or not
SMILES	VLA-4 inh	PP1 counter	core dimer inh	Fh CTSL1 inh	proCasp7 act	GRK2 inh	procasp3 activ	PP5 primary	JMJD2C inh
CCC(=NCc1ccco1)c1c(O)n(-c2ccccc2C)c(=O)[nH]c1=O	16	1	-5	-5	4	2	-2	1.6	-9
CCOC(=O)C1CCN(/C=C2/C(=O)NC(=O)N(Cc3ccco3)C2=O)CC1	-1	2	6	-3	-5	82*	4	2.2	-3

Next section:
SMILES	VLA-4 inh	PP1 counter	core dimer inh	Fh CTSL1 inh	proCasp7 act	GRK2 inh	procasp3 activ	PP5 primary	JMJD2C inh
CC(=O)OC1N=C(c2ccccc2)c2ccccc2NC1=O (configuration not stated)	1	-4	-2	-2	-3	1	2	1.4	10
CCCCn1c(O)c(C(CC)=NCCCN(C)C)c(=O)[nH]c1=O	-15	0	-3	-2	1	2	2	0.7	-10
Cn1c(O)c(C=NC2C(=O)C3(C)CCC2C3(C)C)c(=O)n(C)c1=O (configuration not stated)	4	-5	-2	-1	13	0	0	-0.4	7
O=C(N/N=C/c1c(O)n(C2CC2)c(=S)[nH]c1=O)c1ccccc1Cl	-110	0	-6	4	-25	3	-17	0.6	3
CC(C)CN1CCN(Cc2ccc(C(F)(F)F)cc2)CC1CCO (configuration not stated)	13	-9	1	-3	3	3	2	0.1	-2
O=C(O)c1cc[c]([Hg][Cl])cc1	-7	-1	13	-2	-28	0	-26	0.4	5
CCOS(C)(=O)=O	14	0	x	x	5	2	-2	0.7	15
Cc1ccc2cc3cc(C(=O)N4CCC5(CC4)OCCO5)oc3nc2c1	10	0	-8	2	13	3	3	-0.4	-4
COc1ccc(-c2cc(C(F)(F)F)n3nc(C(=O)N4CCC5(CC4)OCCO5)cc3n2)cc1OC	-6	2	0	0	0	0	0	4.1	17&-7
Clc1cccc(Cl)c1Cl	17	-1	x	x	8	0	4	-0.5	4
COc1ccc(-n2c(/C=C/c3ccc(O)c(O)c3)nc3ccccc3c2=O)cc1	-70	-2	19	2	-29	0	-12	1.4	1
O=C1c2ccccc2C2(c3ccc(Cl)cc3)NCCN12 (configuration not stated)	8	-1	0	0	-2	0	-10	4.3	7
O=C1NC(=S)NC(=O)C12C(c1ccc(F)cc1)NC(=S)NC2c1ccc(F)cc1 (configuration not stated)	23	1	16	-8	-5	6	-2	2.2	-7
CCOP(=S)(OCC)SCOC(=O)NCC(=O)OC	6	-3	-5	0	-4	0	-3	-0.2	0
CC1CN=C(Nc2ccccc2)S1 (configuration not stated)	0	-4	0	-2	-10	0	-2	0.6	-40
COc1ccc2c3c1OC1C(O)C=CC4C(C2)[N+](C)(C)CCC341 (configuration not stated)	9	0	-7	-2	2	2	5	1.7	23
O=c1[nH]c(O)c(C=NC2CCN(Cc3ccccc3)CC2)c(=O)[nH]1	4	0	-5	2	7	0	11	-3.1	1
CCOC(=O)c1ccc(NC(=O)C2C3C=CC(O3)C2C(=O)O)cc1 (configuration not stated)	22	8	1	1	-7	5	-28	28*	1
CCCC[C@@H](C)C[C@@H](C)C(=O)N(C)[C@@H](CC(C)C)C(=O)N[C@H](C(=O)N(C)[C@H](C(=O)N1C[C@@H](O)C[C@H]1C(=O)N1C(=O)C=C[C@@H]1C)C(C)C)C(C)OC(C)=O (some centres not stated)	35	x	x	x	9	1	7	x	x

Part of the list above with just proCasp7 act, GRK2 inh and Fh CTSL1 inh.
SMILES | proCasp7 act | GRK2 inh | Fh CTSL1 inh
C=CCn1c(O)c(C(CC)=NC(C)c2ccccc2)c(=O)[nH]c1=O (configuration not stated) | 1 | 3 | 0
Nc1c2c(nc3sc4c(c13)CCCC4)CCCC2 | -3 | 2 | 1
CCCC12CN3CN(C1)CC(CCC)(C3)C2O (configuration not stated) | -1 | 3 | 0
COC(=O)C1=C(c2cc3ccccc3s2)C[C@@H]2CC[C@H]1N2C | 11 | 2 | x
COC(=O)C1=C(c2cc3ccccc3s2)C[C@@H]2CC[C@H]1N2C(=O)N1CCOCC1 | 0 | 0 | 1
Cc1cc(=O)[nH]c(CCl)n1 | 1 | 0 | -2

Source: PubChem BioAssay (several laboratories)
